Assay outcomes deposited in PubChem BioAssay by Sanford-Burnham Center for Chemical Genomics.
ATG4B inh = ATG4B (human) cysteine protease inhibition. inhibition, % at 8.33 µM. ATG4B cleavage of LC3-PLA2, NBD-HPC fluorescence, 1 h. 340,000 tested, 0.51% active. Q9Y4P1; in the data active = inhibition above about 40%
Target sequence (Q9Y4P1 whole entry, looked up): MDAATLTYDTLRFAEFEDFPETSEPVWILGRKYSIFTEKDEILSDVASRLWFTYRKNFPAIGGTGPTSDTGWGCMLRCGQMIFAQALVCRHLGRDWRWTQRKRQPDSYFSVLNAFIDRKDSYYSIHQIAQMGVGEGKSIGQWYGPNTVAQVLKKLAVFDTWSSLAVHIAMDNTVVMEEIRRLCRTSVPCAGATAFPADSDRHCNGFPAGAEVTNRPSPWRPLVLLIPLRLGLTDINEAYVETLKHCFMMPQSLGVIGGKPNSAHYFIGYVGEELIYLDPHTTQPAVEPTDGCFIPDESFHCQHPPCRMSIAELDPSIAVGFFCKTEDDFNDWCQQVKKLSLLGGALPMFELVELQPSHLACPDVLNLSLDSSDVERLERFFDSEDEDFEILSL
mIAP block = blocks mouse intestinal alkaline phosphatase. inhibition, % at 10 µM. 330,000 tested, 0.2% active. purified mouse IAP, CDP-Star luminescence, 30 min. AID 2806;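 active = inhibition of at least 40% at 10 µM in the primary screen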;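 note: plate controls were DMSO with enzyme for no effect and no enzyme wells for full effect; values of inactives mirror those of a sister screen read the other way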
mIAP activ = mouse IAP activation. muIAP, CDP-Star luminescence, 30 min; hits give high values; 1 = vehicle-only enzyme signal, 0 = enzyme-free wells. activation factor at 10 µM. 330,000 tested, 0.24% active;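 active = activation factor of at least 2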; note: the source names both 10 and 20 µM as test concentration; values of inactives mirror those of a sister screen read the other way
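also added = chemiluminescent substrate CDP-Star | test system = mouse IAP enzyme | signal = chemiluminescence readout | compound = DMSO-dissolved test compounds | incubation = 30 min at room temperature | benchmarks = DMSO wells, no-enzyme wells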
APOBEC3A inh = inhibitors of human APOBEC3A DNA deaminase; P31941; recombinant A3A, FAM/TAMRA ssDNA deamination fluorescence; inhibition, % at 20 µM; 330,000 tested, 0.41% active; AID 493011;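 active = at least 40% inhibition at 20 µM here, with at most 30% in a related deaminase screen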;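 note: plate controls were A3A with DMSO for no effect and wells lacking A3A enzyme for full effect; some results filed as inactive read as strong as hits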
A3G deaminase = inhibitors of human APOBEC3G DNA deaminase. Q9HC16. recombinant A3G, ssDNA deamination FAM/TAMRA fluorescence. inhibition, % at 20 µM. 330,000 tested, 0.28% active. AID 493012;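 active = inhibition of at least 40% at 20 µM, with no more than 30% in the related APOBEC3A deaminase screen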;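 note: plate controls were DMSO wells with A3G for no effect and wells lacking A3G enzyme for full effect; some compounds called inactive have numbers as strong as hits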
Target sequence (Q9HC16 whole entry, looked up): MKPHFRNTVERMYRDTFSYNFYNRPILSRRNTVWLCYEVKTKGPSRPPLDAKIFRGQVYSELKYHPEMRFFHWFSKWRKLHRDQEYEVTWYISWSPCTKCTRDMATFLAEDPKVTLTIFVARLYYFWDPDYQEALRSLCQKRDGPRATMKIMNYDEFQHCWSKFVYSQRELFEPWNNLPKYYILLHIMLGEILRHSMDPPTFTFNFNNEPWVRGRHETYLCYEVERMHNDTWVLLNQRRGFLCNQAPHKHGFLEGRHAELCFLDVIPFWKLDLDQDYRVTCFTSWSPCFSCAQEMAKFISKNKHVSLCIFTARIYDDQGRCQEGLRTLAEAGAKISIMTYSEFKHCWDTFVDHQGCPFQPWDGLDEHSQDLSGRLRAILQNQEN
hIAP block = blocks human intestinal alkaline phosphatase; purified IAP, CDP-Star luminescence, 30 min; 330,000 tested, 0.12% active; inhibition, % at 10 µM; P09923;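 active = inhibition reaching a set limit with compound at 10 µM in the primary screen, cut at about 35% in these data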;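 note: plate controls were DMSO wells with enzyme for no effect and no-enzyme buffer wells for full effect; values of inactives mirror those of a sister screen read the other way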
MPTP block = blocks calcium-induced mitochondrial swelling | inhibition, % at 10 µM | 360,000 tested, 1.4% active | isolated mouse mitochondria, Ca2+ swelling absorbance, 30 min | AID 602449;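 active = inhibition of 50% or more, scaled per plate between neutral and stimulator controls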;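 note: 0% = DMSO wells given calcium and 100% = 1 mM EGTA wells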
hIAP act = increases human intestinal alkaline phosphatase activity. activation factor at 10 µM. purified human IAP, CDP-Star luminescence, 30 min; hits give high values; 1 = vehicle-only enzyme, 0 = enzyme-free background. 330,000 tested, 0.16% active. P09923;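 active = activation factor of the enzyme at least 2-fold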; note: the source names both 10 and 20 µM as test concentration; values of inactives mirror those of a sister screen read the other way
MIN6 prolif = induces beta-cell replication in MIN6 cells | MIN6 cells proliferation, ATPlite luminescence, 48 h; cells starved in 0.2% serum; 100% = growth in 10% serum | proliferation, % at 10 µM | 330,000 tested, 0.29% active;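 active = compounds whose signal lies at least 3.5 SD above the mean of all wells on their plate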;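 note: 0% = DMSO-treated cells in low-serum medium and 100% = 10% serum control; some compounds called inactive have numbers as strong as hits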
Starred values were filed as active, the others as inactive; nt = no result given. Compounds as they come; about 3.3% have a hit in one of these screens.

No.	Compound	ATG4B inh	mIAP block	mIAP activ	APOBEC3A inh	A3G deaminase
1	CCc1nnc(NS(=O)(=O)c2ccc(NC(=S)NC(=O)c3ccncc3)cc2)s1	-9	5	0.95	3	-2
2	Cc1cccc(NC(=O)CN2C(=O)S/C(=C\c3ccccn3)C2=O)c1	-4	9	0.91	0	-5
3	Cc1c(NC(=O)CN2C(=O)NC3(CCCCC3C)C2=O)cccc1[N+](=O)[O-] (configuration not stated)	5	3	0.97	-3	-10
4	CCSc1nc(=S)n(-c2ccccc2)c(C)c1C(C)=O	1	3	0.97	-3	-6
5	O=C(COC(=O)CNC(=O)c1ccc(Cl)c([N+](=O)[O-])c1)NC(=O)CN1CCCC1=O	-13	-4	1	7	-5
6	COC(=O)c1cccc(COC(=O)c2ccc(N(C)C)cc2)c1	1	6	0.94	1	-1
7	Cn1cc(C(=O)N2CCCC(Nc3ccc(F)cc3)C2)c2ccccc21 (configuration not stated)	6	-6	1.1	-7	-8
8	Cc1nc(CNS(=O)(=O)c2cc(C)c(C)cc2C)cs1	-4	3	0.97	-4	7
9	COc1ccc(/C=N/n2cnc3c([nH]c4ccc(F)cc43)c2=O)cc1CSc1ccccn1	-8	6	0.94	-4	-5
10	Cc1cccc(C)c1-n1c(C)cc(/C=N/NC(N)=S)c1C	0	0	1	-3	-6
11	Cc1nnc(SCc2nc3scc(-c4ccccc4)c3c(=O)[nH]2)s1	-3	-2	1	-7	-8
12	O=c1c2ccccc2ncn1-c1cccc(Cl)c1	3	2	0.98	-4	-6
13	Cc1ccccc1-n1nc(C)c2c1N=C1C(Cl)=CC(Cl)=CN1C2c1ccc(C(=O)O)cc1 (configuration not stated)	-2	7	0.93	6	4
14	O=C(COc1ccccc1)Nc1ccc2[nH]c(=O)[nH]c2c1	-12	10	0.9	33	-7
15	O=C(Cc1ccc([N+](=O)[O-])cc1)c1ccc(O)cc1O	-4	5	0.95	3	-1

No.	hIAP block	MPTP block	hIAP act	MIN6 prolif
1	0	0.0	1	-3
2	-1	2.1	1	-5
3	7	-0.8	0.93	0
4	6	2.3	0.94	4
5	6	0.8	0.94	1
6	13	0.9	0.87	-1
7	-22	-2.5	1.2	-3
8	-1	0.3	1	-1
9	-1	1.0	1	-5
10	-5	-4.0	1	-6
11	1	4.5	0.99	-4
12	-17	0.7	1.2	2
13	-17	-0.6	1.2	0
14	7	-1.4	0.93	-1
15	-10	8.0	1.1	0

The listing continues.
No.	Compound	ATG4B inh	mIAP block	mIAP activ	APOBEC3A inh	A3G deaminase
16	COc1cc(NC(=S)NNC(=O)C(C)(C)O)cc(OC)c1	-16	20	0.8	5	-7
17	CN(CC(=O)Nc1cccc2c1CCCC2)S(=O)(=O)c1ccc(Cl)cc1	3	-1	1	0	-6
18	Cc1ccc(NC(=O)CNC(=O)N2CC(=O)Nc3ccccc32)cc1F	-4	-1	1	-1	-5
19	Cc1cc(C)c(C#N)c(SCc2ccccc2C(=O)O)n1	6	-16	1.2	0	-3
20	Cc1ccc(C(=O)OCCN2CCN(c3ncc(C(F)(F)F)cc3Cl)CC2)cc1	3	6	0.94	1	-5
21	CC(C)N1C/C(=C/c2ccsc2)C(=O)/C(=C/c2ccsc2)C1	-1	-2	1	-5	-4
22	Cn1c(N/N=C/c2cccs2)nc2c1c(=O)n(Cc1ccccc1)c(=O)n2C	-9	-7	1.1	-5	-9
23	COC(=O)COc1ccc(S(=O)(=O)Nc2cc([N+](=O)[O-])ccc2C)cc1	-2	-3	1	0	-2
24	CCOC(=O)[C@@H]1C(c2c(OC)cc(OC)cc2OC)=NO[C@@H]1C(=O)OCC	-1	2	0.98	-2	-1
25	O=C(Nc1ccc(OC(F)(F)F)cc1)Oc1ccccc1N1CCOCC1	-12	-33	1.3	-5	-9
26	CN(C)c1cccc(C(=O)OCc2cc(=O)oc3cc(O)ccc23)c1	4	14	0.86	74*	19
27	CCN(C(=O)C1CCN(S(=O)(=O)c2ccc3c(c2)oc(=O)n3C)CC1)c1cccc(C)c1	2	8	0.93	1	1
28	Clc1ccc(SCCn2ccnc2)cc1	-2	4	0.96	0	0
29	Clc1ccccc1-c1ccc2ncnc(NCc3ccc4c(c3)OCO4)c2c1	-7	-16	1.2	2	3
30	O=C(CN1C(=O)COc2ccc(Cl)cc21)N1CCc2ccccc21	-7	9	0.91	3	-1

No.	hIAP block	MPTP block	hIAP act	MIN6 prolif
16	-36	0.5	1.4	-1
17	-58	-0.7	1.6	-2
18	3	-0.8	0.97	0
19	2	3.3	0.98	-1
20	11	0.4	0.89	-2
21	-12	-0.8	1.1	-6
22	-7	0.5	1.1	0
23	-9	-1.4	1.1	-4
24	15	0.8	0.85	0
25	-3	88*	1	-2
26	2	0.2	0.97	-2
27	8	-1.9	0.92	-1
28	3	2.2	0.97	3
29	5	1.6	0.95	-7
30	-11	-1.9	1.1	0

New compounds follow:
No.	Compound	ATG4B inh	mIAP block	mIAP activ	APOBEC3A inh	A3G deaminase
31	O=C(Nc1ccccc1Cl)c1ccc(S(=O)(=O)NCC2CCCO2)cc1 (configuration not stated)	-1	-6	1.1	-1	-6
32	O=C(O)COc1ccccc1C=NNc1ccc([N+](=O)[O-])cc1S(=O)(=O)Nc1ccc(Cl)cc1	44*	12	0.88	-2	-9
33	Cc1c(-c2ccccc2)nc2ccccc2c1C(=O)O	6	-2	1	6	0
34	CCOC(=O)C(CC)Sc1nc2c(c(=O)[nH]c(=O)n2C)n1C/C=C(/C)Cl (configuration not stated)	3	19	0.81	-4	-5
35	O=C(COC(=O)CCSc1ccccc1)Nc1ccccc1	-5	3	0.97	-2	-6
36	Cn1c(N)c(C(=O)COC(=O)CCCc2nc3ccccc3s2)c(=O)n(C)c1=O	-13	1	0.99	-4	-7
37	CC1CN(C(=O)c2cc(-c3ccncc3)nc3ccccc23)CC(C)O1 (configuration not stated)	3	-5	1.1	-1	-4
38	CN(C)CCn1c2c(c(SCC(=O)Nc3ccccc3C(F)(F)F)nc1=O)CCCC2	-4	2	0.98	-1	-3
39	CCOC(=O)c1[nH]c(C)c(C(=O)N2CCN(c3ccccc3)CC2)c1C	1	10	0.9	-1	-10
40	CCCCC(C(=O)OCC)C(N)Cc1ccc(F)cc1 (configuration not stated)	-5	4	0.96	-1	-6
41	CCN=C1S/C(=C\c2ccc(OCC)c(OC)c2)C(=O)N1CC	6	17	0.83	0	-2
42	O=S(=O)(Nc1ccc(Cl)nn1)c1ccccc1	0	3	0.97	0	-1
43	Cn1c(SCc2c(Cl)cccc2Cl)nnc1-c1ccc2nonc2c1	2	2	0.98	-2	-5
44	COC(=O)c1ccc(C(C(=O)NC2CCCCC2)N(Cc2ccccc2)C(=O)Cc2cccs2)cc1 (configuration not stated)	5	-4	1	2	0
45	Cc1ccccc1N(CC(=O)N1CCOCC1)S(C)(=O)=O	-1	-4	1	-1	-6

No.	hIAP block	MPTP block	hIAP act	MIN6 prolif
31	11	-3.0	0.89	0
32	15	-1.3	0.85	-5
33	0	-1.1	1	-3
34	-16	0.7	1.2	5.4*
35	-5	-1.4	1.1	5
36	7	-0.1	0.93	-4
37	-12	-0.8	1.1	-3
38	3	-3.1	0.97	1
39	0	-0.6	1	-1
40	-17	-0.5	1.2	-3
41	8	0.2	0.92	2
42	-5	-0.8	1.1	-2
43	10	1.9	0.9	-1
44	1	0.0	0.99	-2
45	-8	-1.5	1.1	-2

Profiles as entered above. Order of screens: ATG4B inh, mIAP block, mIAP activ, APOBEC3A inh, A3G deaminase, hIAP block, MPTP block, hIAP act, MIN6 prolif
Shown for Cn1c(SCc2c(Cl)cccc2Cl)nnc1-c1ccc2nonc2c1 → 2, 2, 0.98, -2, -5, 10, 1.9, 0.9, -1
Shown for O=C(COC(=O)CCSc1ccccc1)Nc1ccccc1 → -5, 3, 0.97, -2, -6, -5, -1.4, 1.1, 5
Shown for O=C(O)COc1ccccc1C=NNc1ccc([N+](=O)[O-])cc1S(=O)(=O)Nc1ccc(Cl)cc1 → 44*, 12, 0.88, -2, -9, 15, -1.3, 0.85, -5

Later entries
No.	Compound	ATG4B inh	mIAP block	mIAP activ	APOBEC3A inh	A3G deaminase
46	O=C(c1cccc(C(F)(F)F)c1)C1CCCN(C(=O)CCc2cnccn2)C1 (configuration not stated)	7	4	0.96	-2	-4
47	Cc1c(C(=O)Nc2ccc(Cl)cc2)c2ccccn2c1C(=O)c1ccccc1	-8	8	0.92	2	-3
48	CCn1cc(/C=N\NC(=O)c2c[nH]c3ccccc23)c(C)n1	-3	11	0.89	2	-5
49	O=C1Nc2ccccc2CCc2ccccc21	1	3	0.97	-5	-8
50	O=C(Nc1ccc(Oc2ccc(Cl)cc2)c(Cl)c1)c1cc(I)cc(I)c1O	27	6	0.94	16	-5
51	NC(=O)COC(=O)C(Cc1ccccc1)NS(=O)(=O)c1ccccc1F (configuration not stated)	-9	0	1	2	-3
52	Cc1cc(S(=O)(=O)NCCc2ccccc2)c(C)s1	-4	4	0.96	1	2
53	Cc1cc(=O)oc2c(CN(CC(C)C)CC(C)C)c(O)ccc12	-7	3	0.97	-2	-5
54	CCCC(=O)NC(c1ccccc1OC)c1ccc2cccnc2c1O (configuration not stated)	-6	-7	1.1	0	-8

No.	hIAP block	MPTP block	hIAP act	MIN6 prolif
46	8	0.1	0.92	3
47	13	12	0.87	-6
48	-12	3.8	1.1	-3
49	8	-1.8	0.92	2
50	6	106*	0.94	-8
51	1	-0.5	0.99	0
52	0	4.1	1	-1
53	3	nt	0.97	-3
54	-57	-1.0	1.6	-6
